Assay outcomes as filed in PubChem.
GAA850 FXN act – frataxin GAA850 promoter activation; activation, % at 6 µM; 360,000 tested, 0.56% active; HEK293 lucGAA850 FXN promoter luciferase reporter, 24 h; percent of 10 µM SAHA response;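 active = activation above the average of all compounds screened plus 3 SD, cutoff fixed separately per campaign, cut at about 7.5% in these data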;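 also: 0% = DMSO wells and 100% = 10 µM SAHA wells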
ADAM17 inh – inhibits human ADAM17; recombinant ADAM17, EDANS/DABCYL FRET peptide cleavage; inhibition, % at 6.95 µM; 370,000 tested, 0.83% active; AID 720648;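 active = inhibition above the mean of compounds lying between control limits plus 3 SD, set per campaign, cut at about 8.5% in these data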;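 also: 0% = DMSO-only wells as the low control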
PLC-gamma1 inh – inhibitors of human phospholipase C gamma1; purified PLC-gamma1, fluorogenic substrate, fluorescence; P19174; 370,000 tested, 0.84% active; inhibition, % at 12.2 µM; in the data active = inhibition above about 9.5%
DAX1 inh-1 – blocks DAX1 repression of SF-1 activated StAR promoter; inhibition, % at 6.8 µM; HEK293T StAR-luciferase reporter, SF-1/DAX-1 repression relief; AID 652010; 370,000 tested, 1.1% active;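 active = inhibition above the mean over all tested compounds plus 3 SD, cut at about 3.6% in these data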;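 also: 0% = DAX-1 cells with DMSO and 100% = cells lacking DAX-1 with DMSO; higher inhibition means more luminescence from relief of DAX-1 repression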
HGIII-sPLA2 inh – Blocks human group III sPLA2 activity | Q9NZ20 | QFRET BODIPY PC-A2 liposome hydrolysis, fluorescence | inhibition, % at 12.2 µM | 370,000 tested, 0.56% active | AID 743126;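 active = inhibition above mean plus 3 SD of compounds lying within the high and low control bounds, cut at about 19% in these data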;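 also: 0% = median of test compound wells and 100% = no enzyme DMSO wells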
Target sequence (Q9NZ20 whole entry, looked up): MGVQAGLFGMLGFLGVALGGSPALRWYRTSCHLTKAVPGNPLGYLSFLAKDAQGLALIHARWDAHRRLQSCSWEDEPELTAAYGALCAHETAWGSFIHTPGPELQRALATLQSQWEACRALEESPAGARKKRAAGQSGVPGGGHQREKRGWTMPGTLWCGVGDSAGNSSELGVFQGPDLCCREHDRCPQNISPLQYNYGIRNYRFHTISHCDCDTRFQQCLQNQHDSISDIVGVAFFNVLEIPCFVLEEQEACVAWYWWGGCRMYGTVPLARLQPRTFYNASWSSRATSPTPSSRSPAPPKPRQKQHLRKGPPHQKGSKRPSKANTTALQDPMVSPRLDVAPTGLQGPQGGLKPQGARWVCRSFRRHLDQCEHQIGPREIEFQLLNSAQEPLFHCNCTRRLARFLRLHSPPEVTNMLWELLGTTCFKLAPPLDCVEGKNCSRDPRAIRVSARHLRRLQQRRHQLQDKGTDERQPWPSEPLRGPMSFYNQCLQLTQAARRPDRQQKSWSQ
DAX1 inh-2 – inhibitors of human orphan nuclear receptor DAX1 (NR0B1). HEK293 Gal4-DAX1 luciferase reporter, luminescence. inhibition, % at 6.75 µM. 340,000 tested, 0.99% active. AID 504766;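 active = inhibition above the mean over all tested compounds plus 3 SD, cut at about 4.2% in these data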;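 also: 0% = DAX1-transfected cells with DMSO and 100% = empty-vector control cells with DMSO; inhibition shows as a rise in luminescence from relieved DAX1 repression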
hcDAF-12 act – activates DAF-12 receptor from parasite H. contortus. HEK293 hcDAF-12 lit1-tk-luc reporter, luminescence; 0% DMSO, 100% Δ7-dafachronic acid. activation, % at 6.8 µM. 370,000 tested, 1.4% active;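 active = activation above the mean of all tested compounds plus 3 SD, cut at about 5.5% in these data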;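 also: 100% = response to 3 µM Δ7-dafachronic acid high control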
PLCb3 inh – inhibitors of human phospholipase C beta3. AID 720704. inhibition, % at 12.2 µM. Q01970. Purified PLC-beta3, fluorogenic substrate, fluorescence. 370,000 tested, 0.18% active; in the data active = inhibition above about 11%;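 also: 0% = median of compound wells on plate and 100% = full blocker control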
ADAM10 inh – inhibits human ADAM10 | AID 720582 | inhibition, % at 7 µM | recombinant ADAM10, EDANS/DABCYL FRET peptide cleavage, 3 h | O14672 | 370,000 tested, 0.62% active;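 active = inhibition above a per-campaign cutoff equal to the mean of compounds falling between control-based bounds plus 3 SD, cut at about 20% in these data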;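 also: 0% = DMSO wells while the 100% control is not disclosed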
Target sequence (O14672 214-748 limits assumed): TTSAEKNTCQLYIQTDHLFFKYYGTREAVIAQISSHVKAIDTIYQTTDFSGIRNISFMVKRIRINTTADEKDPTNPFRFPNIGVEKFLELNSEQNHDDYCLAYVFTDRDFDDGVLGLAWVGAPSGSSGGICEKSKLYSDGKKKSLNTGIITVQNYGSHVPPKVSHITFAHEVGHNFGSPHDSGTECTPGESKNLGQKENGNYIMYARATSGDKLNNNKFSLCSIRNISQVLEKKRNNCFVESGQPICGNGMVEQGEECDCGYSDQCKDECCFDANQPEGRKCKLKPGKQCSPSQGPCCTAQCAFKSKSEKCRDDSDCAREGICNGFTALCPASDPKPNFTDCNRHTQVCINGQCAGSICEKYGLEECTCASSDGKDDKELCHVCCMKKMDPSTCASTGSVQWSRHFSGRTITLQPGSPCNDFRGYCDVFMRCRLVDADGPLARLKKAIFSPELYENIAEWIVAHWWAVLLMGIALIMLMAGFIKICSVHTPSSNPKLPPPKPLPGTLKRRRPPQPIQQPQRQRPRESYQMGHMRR
hgDAF-12 ag – activates the H. glycines DAF-12 receptor ligand-binding domain. activation, % at 6.8 µM. HEK293 GAL4-hgDAF12 UAS-luciferase reporter, agonist luminescence; normalized to butyrate control. 370,000 tested, 1.8% active;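 active = activation above a cutoff set at the mean of all screened compounds plus 3 SD, cut at about 10% in these data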;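 also: 0% = DMSO wells and 100% = sodium butyrate wells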
ssDAF12 agonist – activates DAF-12 receptor from parasite S. stercoralis. HEK293 ssDAF-12/GRIP1 lit1-tk-luc reporter, luminescence; % of 3 µM dafachronic acid response. activation, % at 6.8 µM. 370,000 tested, 1% active. AID 652126;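 active = activation above the mean over all tested compounds plus 3 SD, cut at about 0.9% in these data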;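 also: 0% = DMSO-only wells and 100% = 3 µM delta7-dafachronic acid wells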
Active calls of the source: *; nt = not tested or not shown.

Codes – A = GAA850 FXN act; B = ADAM17 inh; C = PLC-gamma1 inh; D = DAX1 inh-1; E = HGIII-sPLA2 inh; F = DAX1 inh-2; G = hcDAF-12 act; H = PLCb3 inh; I = ADAM10 inh; J = hgDAF-12 ag; K = ssDAF12 agonist
O=C(CCN1C(=O)C2C3CCC(C3)C2C1=O)Nc1ccccc1Cl (centres undefined)
  A: -2.4; B: 1; C: 7; D: 0.2; E: -1; F: -0.1; G: -2.1; H: -1; I: 5; J: -0.5; K: -1.5
O=C(O)CN(Cc1ccco1)S(=O)(=O)c1ccccc1
  A: 0.4; B: 4; C: 2; D: -0.4; E: 15; F: 1.0; G: -1.7; H: -3; I: -10; J: -0.6; K: -1.5
CCOc1ccc(N(CC(=O)NCC2CCCO2)C(=O)CCC(=O)Nc2nccs2)cc1 (centres undefined)
  A: -2.4; B: -3; C: 0; D: -0.3; E: 1; F: -0.4; G: 0.9; H: 3; I: 4; J: 3.5; K: -1.0
O=c1cnnc(SCCc2ccccc2)[nH]1
  A: 0.0; B: 4; C: 1; D: -0.8; E: 4; F: 3.5; G: -0.6; H: 5; I: 4; J: 3.9; K: -0.7
O=C(O)c1cccc(NCc2ccncc2)c1
  A: nt; B: -8; C: -5; D: 0.4; E: 6; F: nt; G: 3.3; H: -5; I: -27; J: 5.0; K: -0.3
Cc1nn(-c2ccccc2)c(C)c1NC(=O)COc1ccc2ccccc2c1
  A: 0.0; B: 4; C: 6; D: -0.4; E: -12; F: -0.6; G: -1.7; H: 0; I: 12; J: -3.0; K: -1.3
COc1cccc(N=C2C(=O)N3CCCc4cccc2c43)c1
  A: 2.4; B: 5; C: 0; D: 0.8; E: 0; F: -1.0; G: 2.6; H: 3; I: 8; J: -1.0; K: 0.0
COC(=O)c1ccc(OCC(=O)Nc2ccsc2C(=O)OC)cc1
  A: -0.2; B: 0; C: 0; D: 2.7; E: 1; F: 1.5; G: -0.1; H: 0; I: 1; J: -2.0; K: -1.3
Cc1cc(OCC(=O)N2CCCC2)cc(C)c1Cl
  A: -0.5; B: -6; C: -4; D: -0.8; E: 4; F: 0.1; G: -2.4; H: -2; I: -1; J: 0.1; K: -0.7
CCOc1ccc2nc(SC3CC(=O)N(c4cccc(OC)c4)C3=O)sc2c1 (centres undefined)
  A: 5.2; B: 3; C: -1; D: 1.0; E: -28; F: 1.7; G: 0.3; H: 1; I: 4; J: 1.6; K: -0.9
COc1cc(/C(C#N)=C/c2ccccc2)c([N+](=O)[O-])cc1OC
  A: -0.8; B: 4; C: 0; D: -1.1; E: -2; F: -0.9; G: 0.6; H: -4; I: 5; J: -1.4; K: -1.1
Cc1ccc(C)c(N2CCN(C(=O)CCS(=O)(=O)c3ccc4c(c3)CCN4C(=O)C3CC3)CC2)c1
  A: 0.1; B: -1; C: 2; D: 0.2; E: 0; F: 1.5; G: 1.7; H: -8; I: 0; J: -1.6; K: -1.0
c1ccc2cc(CSCc3nc4ccccc4[nH]3)ccc2c1
  A: 0.6; B: 1; C: -1; D: -0.2; E: -14; F: -2.0; G: 1.3; H: 2; I: -7; J: 0.0; K: -0.4
O=C1C(Cl)=C(N2CCOCC2)C(=O)N1c1cccc(C(F)(F)F)c1
  A: -1.1; B: -1; C: -2; D: -1.3; E: 3; F: -2.1; G: -0.1; H: -10; I: 0; J: 1.5; K: -1.1
C=CCNC(=O)c1cccc2c1C(=O)c1ccc(N3CCOCC3)cc1S2(=O)=O
  A: 1.8; B: 7; C: -36; D: -0.3; E: 1; F: -0.4; G: -0.2; H: -64; I: 7; J: -0.1; K: -0.8
CC(C)c1nc(NCc2ccccc2)c(C#N)c2c1CCCC2
  A: 1.2; B: -3; C: 2; D: -0.4; E: 8; F: -0.9; G: -0.1; H: 1; I: -6; J: -1.6; K: -0.7
CCN(CC(=O)Nc1cc(Cl)ccc1C)C(=O)c1oc2ccc(OC)cc2c1C
  A: 1.8; B: 0; C: -10; D: 2.4; E: -13; F: -0.2; G: 0.2; H: -26; I: -11; J: 2.6; K: -0.9
CCc1ccc(OCc2nnc(SCCN3CCOCC3)n2CC)cc1
  A: -0.2; B: -4; C: 3; D: -0.3; E: -2; F: -1.2; G: 0.1; H: 1; I: 2; J: -2.6; K: -0.3
Cc1ccccc1NC(=S)N1CCC(NC(=O)c2ccco2)CC1
  A: 0.5; B: -4; C: 0; D: 0.1; E: -1; F: -0.8; G: 1.1; H: -7; I: 0; J: -0.5; K: -0.5
O=c1cc(/N=C/c2coc3c(ccc4ccccc43)c2=O)[nH]c(=S)[nH]1
  A: 1.3; B: -1; C: -11; D: -0.1; E: 2; F: -0.8; G: 0.4; H: -13; I: -3; J: -1.6; K: -0.9
CC(=O)N1CCOc2ccc(S(=O)(=O)Nc3cccc(C)n3)cc21
  A: 0.4; B: -1; C: 4; D: -0.3; E: 2; F: -0.5; G: -2.7; H: -4; I: -9; J: -1.7; K: -0.7
CCn1c(SCC(=O)NN=Cc2cc(OC)ccc2OC)nnc1-c1ccc(OC)cc1
  A: nt; B: -20; C: -40; D: -1.0; E: -4; F: nt; G: -2.8; H: -52; I: -77; J: -2.5; K: -1.8
COP(=O)(OC)C(=NNS(=O)(=O)c1ccc(C)cc1)c1ccccc1
  A: 2.0; B: -6; C: 4; D: -1.0; E: 13; F: 0.7; G: -1.8; H: 1; I: -5; J: -3.0; K: -1.4
Cc1ccc(/C=N/c2sc3c(c2C#N)CCCCC3)o1
  A: 1.8; B: 0; C: -4; D: -0.1; E: 13; F: 1.1; G: -2.3; H: -7; I: -11; J: 3.8; K: -1.0
CCOc1ccc(-c2nnc(-c3ccco3)o2)cc1
  A: -0.7; B: -34; C: -14; D: 6.7*; E: -4; F: -1.5; G: 4.0; H: -16; I: -125; J: 14*; K: 0.2
CCN(CC)CCN1C(=O)C2C3c4ccccc4C(c4ccccc43)C2C1=O (centres undefined)
  A: 1.0; B: -1; C: 1; D: -0.8; E: -1; F: 0.4; G: -0.2; H: -2; I: -5; J: 2.8; K: -1.4
Cc1cccc(NC(=O)Nc2cccc3ccccc23)c1
  A: 2.0; B: -8; C: -12; D: 0.4; E: 6; F: 1.5; G: -2.1; H: -22; I: -23; J: 2.4; K: -0.9
Cc1ccc(OCc2nnc(SCC(=O)NCc3ccco3)n2C)cc1
  A: -0.3; B: -6; C: 0; D: 0.4; E: 1; F: 0.8; G: -1.0; H: -2; I: 7; J: 0.2; K: -1.0
CC(C)c1ccccc1NC(=O)C1CN(S(=O)(=O)c2ccccc2)CCN1S(=O)(=O)c1ccccc1 (centres undefined)
  A: -5.8; B: 3; C: 2; D: -0.9; E: -21; F: 0.3; G: -2.2; H: 1; I: 6; J: 0.5; K: -1.7
CC(=O)Nc1ccc(SCC(=O)c2cc(C)n(C)c2C)cc1
  A: 1.1; B: 1; C: 0; D: 0.1; E: -6; F: 1.5; G: -0.7; H: -1; I: -7; J: -0.9; K: -0.6
COc1ccc(C2CC(=O)N(CCCN(C)CCc3ccc(OC)c(OC)c3)C2)cc1 (centres undefined)
  A: -0.4; B: -3; C: 4; D: 0.2; E: 0; F: -0.1; G: 0.1; H: 2; I: -2; J: -2.9; K: -2.0
Cc1nnnn1-c1cccc(C(=O)O)c1
  A: -0.7; B: 2; C: 3; D: 0.2; E: 4; F: -0.9; G: -0.2; H: 2; I: 4; J: -0.9; K: -1.3
O=C(CNC(=O)c1nc[nH]c1C(=O)N1CCN(c2ccccc2)CC1)OCc1ccccc1
  A: 0.2; B: 0; C: 1; D: -0.4; E: -12; F: -0.1; G: -1.3; H: 1; I: 6; J: -0.1; K: -1.3
COc1ccc(OC)c(-n2nnnc2SCC(=O)Nc2cc(C)ccc2OC)c1
  A: -2.3; B: 2; C: 1; D: -0.3; E: -3; F: -1.3; G: -1.0; H: 4; I: 6; J: -2.6; K: -0.7
CC(NC(=O)CCNS(=O)(=O)c1ccc2c(c1)c(=O)n(C)c(=O)n2C)c1ccccc1 (centres undefined)
  A: -1.4; B: -2; C: 2; D: 1.2; E: 0; F: -0.7; G: 0.1; H: 1; I: -7; J: -0.7; K: -1.6
FC(F)(F)c1cc(Cl)c2nc(-c3ccccc3)c(Cc3ccsc3)n2c1
  A: nt; B: -4; C: -2; D: 1.5; E: -1; F: nt; G: 0.8; H: -2; I: -11; J: 3.0; K: -0.1
Cc1ccc(-c2csc3nc[nH]c(=O)c23)cc1C
  A: 0.3; B: -1; C: 1; D: 0.2; E: -5; F: 1.5; G: -3.1; H: -4; I: -2; J: 2.5; K: -0.7
O=C1COc2ccc(C(=O)COc3ccc(Cl)cc3Br)cc2N1
  A: 1.1; B: -2; C: -2; D: -1.0; E: -13; F: 1.0; G: 0.5; H: -12; I: 4; J: -2.2; K: -0.2
Cc1ccc(N(C(=O)CS(=O)CC(=O)Nc2ccc(F)cc2)C(C(=O)NC2CCCCC2)c2ccco2)cc1 (centres undefined)
  A: 1.3; B: -2; C: 2; D: 0.7; E: 9; F: -0.8; G: -0.5; H: 1; I: -3; J: -0.5; K: -0.7
COCCN1CCN(C(=O)C2CCC(=O)N(Cc3ccccc3F)C2)CC1 (centres undefined)
  A: 0.2; B: -3; C: 3; D: -0.6; E: -1; F: 0.2; G: -0.3; H: -1; I: 12; J: -1.7; K: -1.0
CC(C)C(NC(=O)c1ccc2c(c1)OCO2)C(=O)N/N=C/c1cccs1 (centres undefined)
  A: -0.1; B: 1; C: 2; D: -0.2; E: 4; F: 0.7; G: -0.6; H: 3; I: 2; J: 1.9; K: -0.6
O=C(N/N=C/C=C/c1ccc2c(c1)OCO2)C(O)c1ccccc1 (centres undefined)
  A: 1.6; B: -31; C: -38; D: 0.6; E: -3; F: -1.2; G: 0.5; H: -56; I: -82; J: 3.3; K: -0.6
C/C(=N\NC(=O)Cc1csc(N2CCOCC2)n1)c1ccccc1
  A: -1.0; B: -4; C: -1; D: 0.0; E: 3; F: -0.2; G: -0.4; H: -1; I: -4; J: 2.0; K: -1.4
O=C(O)c1ccc(C2NCC(c3ccccc3Cl)c3c2[nH]c2ccccc32)cc1 (centres undefined)
  A: 0.9; B: -24; C: -11; D: 0.7; E: -28; F: 0.3; G: 0.8; H: -20; I: -47; J: 0.2; K: -1.3

Three compounds out of the list above, sorted by the number in ssDAF12 agonist, high to low.
mol,ssDAF12 agonist
CC(C)C(NC(=O)c1ccc2c(c1)OCO2)C(=O)N/N=C/c1cccs1 (centres undefined),-0.6
COc1ccc(OC)c(-n2nnnc2SCC(=O)Nc2cc(C)ccc2OC)c1,-0.7
O=C(CNC(=O)c1nc[nH]c1C(=O)N1CCN(c2ccccc2)CC1)OCc1ccccc1,-1.3
